Screening results (PubChem)
MsrA act – bovine MsrA enzyme activators, primary screen, biochemical, absorbance, HTS | Methionine sulfoxide reductase A (Bos taurus) | purified bovine MsrA, absorbance read-out | activation, % at 10.6 µM | 360,000 compounds, 0.3% hits | AID 602163, 2012; in the data active means activation above about 7.5%;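 further: 0% = vehicle and 100% = reference activator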
SKN-1 inh – suppressors of acrylamide-induced Pgst-4::GFP reporter in worms, primary screen, SKN-1 inhibitor project, whole organism, uHTS, GFP/RFP fluorescence ratio, strain VP596; C. elegans VP596 Pgst-4::GFP/RFP ratio, 24 h; inhibition, % at 21.8 µM; 360,000 compounds, 0.49% hits; AID 624304, 2012;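 active means interference check ratio from 0.5 to 1.5 plus GFP to RFP signal ratio inhibition reaching or exceeding a fixed threshold, cut at about 30% in these data, passing the limit was not always enough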; further: some compounds called inactive have numbers as strong as hits
MT1-MMP act inh – blockers of MT1-MMP proenzyme processing, primary screen, HT1080 RFP-PRO-GFP cells, GFP/RFP fluorescence; Matrix metalloproteinase-14 (Homo sapiens), P50281; GFP/RFP ratio fluorescence, overnight; percent of plate control window, DMSO zero; GFP/RFP ratio change, % at 20 µM; 360,000 compounds, 0.061% hits; AID 651647, 2012;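 active means GFP/RFP ratio change of at least 30% with cell ATP level not reduced by more than half and red fluorescence within 50% of control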; further: strong numbers were not always called active
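Material – HT1080 RFP-PRO-GFP cells · Control set – DMSO wells and RFP-L50D-GFP cells · Incubation – overnight cell settling, then overnight compound exposure, 37 °C, 5% CO2 · Compound dosing – single-point 20 µM compound, 1% DMSO · Read-out – GFP/RFP fluorescence ratio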
TbMetRS inhib – T. brucei MetRS inhibitors, primary screen, biochemical, luminescence; methionyl-tRNA synthetase (Trypanosoma brucei brucei); 360,000 compounds, 0.4% hits; purified T. brucei MetRS, ATP depletion, Kinase-Glo luminescence; inhibition, % at 11.9 µM;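 active means inhibition above a per-plate cutoff of the control wells' mean inhibition plus 3 SD, cut at about 5.5% in these data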;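 further: 0% = DMSO wells median and 100% = median of wells with control inhibitor compound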
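Material: T. brucei methionyl-tRNA synthetase, purified; reagent: substrates ATP, L-methionine and bulk Escherichia coli tRNA; dosing: 11.9 µM single point; timing: 15 min plus 2 h at 25 °C; detection: luminescence of leftover ATP; evaluation: % inhibition; control set: DMSO-only wells as low control; replicates: singlicate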
MsrA inhibitor – bovine MsrA enzyme inhibitors, primary screen, biochemical, absorbance, HTS; purified bovine MsrA, absorbance read-out; inhibition, % at 15.5 µM; 360,000 compounds, 0.75% hits; AID 651718, 2012; Methionine sulfoxide reductase A (Bos taurus); in the data active means inhibition above about 4.5%;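 further: 0% = vehicle wells with enzyme and 100% = reference inhibitor wells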
FAS TE block – FAS thioesterase domain inhibitors, primary screen, biochemical, fluorescence intensity, uHTS; inhibition, % at 15 µM; 360,000 compounds, 0.67% hits; AID 602261, 2012; recombinant FAS-TE, OMFH fluorogenic substrate, fluorescence endpoint;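 active means compounds whose normalised, plate-corrected inhibition of enzyme fluorescence in the single-dose primary screen is 50% or more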;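 further: 0% = DMSO with enzyme and 100% = substrate without enzyme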
NRP1-CendR mod – modulators of CendR peptide binding to NRP-1, primary screen, biochemical, fluorescence polarization, uHTS. Neuropilin-1 (Homo sapiens), O14786. FAM-RPARPAR peptide binding to NRP-1. inhibition, % at 25 µM. 360,000 compounds, 0.85% hits. AID 602438, 2012;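 active means inhibition or corrected inhibition above about 18%, plus a signal ratio from 0.5 to 1.5, limit read from the data, passing the limit was not always enough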; further: strong numbers were not always called active
Target sequence (O14786 whole entry, looked up): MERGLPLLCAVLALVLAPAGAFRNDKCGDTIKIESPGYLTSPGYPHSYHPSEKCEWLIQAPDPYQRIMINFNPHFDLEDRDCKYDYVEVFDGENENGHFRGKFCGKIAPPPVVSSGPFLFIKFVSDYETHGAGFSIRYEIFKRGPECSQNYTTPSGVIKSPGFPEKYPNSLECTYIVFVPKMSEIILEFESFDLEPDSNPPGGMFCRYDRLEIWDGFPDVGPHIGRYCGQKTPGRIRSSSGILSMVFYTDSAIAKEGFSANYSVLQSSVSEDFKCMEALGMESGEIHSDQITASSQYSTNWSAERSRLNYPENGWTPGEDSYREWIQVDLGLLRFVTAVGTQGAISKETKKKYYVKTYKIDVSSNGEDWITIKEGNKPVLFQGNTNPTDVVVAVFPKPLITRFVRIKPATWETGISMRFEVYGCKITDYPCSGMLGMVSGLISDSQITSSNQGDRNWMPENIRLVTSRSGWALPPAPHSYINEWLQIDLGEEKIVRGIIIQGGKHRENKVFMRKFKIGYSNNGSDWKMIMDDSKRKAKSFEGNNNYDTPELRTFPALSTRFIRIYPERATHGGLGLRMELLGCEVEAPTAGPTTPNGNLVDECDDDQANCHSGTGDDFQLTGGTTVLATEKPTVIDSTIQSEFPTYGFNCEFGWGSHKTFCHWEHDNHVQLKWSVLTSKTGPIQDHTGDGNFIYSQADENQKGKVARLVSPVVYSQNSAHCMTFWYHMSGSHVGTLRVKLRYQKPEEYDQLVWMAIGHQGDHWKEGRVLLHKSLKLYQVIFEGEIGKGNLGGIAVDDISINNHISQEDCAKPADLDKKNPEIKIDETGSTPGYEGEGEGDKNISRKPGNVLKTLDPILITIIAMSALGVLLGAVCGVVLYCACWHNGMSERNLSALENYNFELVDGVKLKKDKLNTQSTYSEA
MLLE-PAM2 inh – inhibitors of PABP1 MLLE–PAM2 peptide binding, primary screen, biochemical, fluorescence polarization, FITC-PAM2, GST-MLLE; 360,000 compounds, 0.36% hits; AID 588489, 2011; inhibition, % at 20 µM; Polyadenylate-binding protein 1 (Homo sapiens), P11940; in the data active means inhibition above about 35%, passing the limit was not always enough;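 further: plate controls were DMSO wells with GST-MLLE for no effect and wells lacking GST-MLLE protein for full effect; some results filed as inactive read as strong as hits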
E coli Lon inh – inhibitors of E. coli Lon protease, primary screen, biochemical, fluorescence polarization. purified E. coli Lon protease. AID 602123, 2011. inhibition, % at 7.94 µM. 360,000 compounds, 0.42% hits; in the data active means inhibition above about 13%, passing the limit was not always enough;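 further: 0% = enzyme with probe and DMSO and 100% = no enzyme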
Active calls of the source: *; x = not tested or not shown. Random draw from the library (roughly 4% active in at least one column).

molecule | MsrA act | SKN-1 inh | MT1-MMP act inh | TbMetRS inhib | MsrA inhibitor | FAS TE block | NRP1-CendR mod | MLLE-PAM2 inh | E coli Lon inh
CC(O)CNCc1ccccc1C(F)(F)F (stereo not drawn) | 0 | -2 | 3 | -0.1 | 0.9 | -4 | 7 | 6 | 5
CC1CC(C#N)N(N(C)C)C1=C(C#N)C#N (stereo not drawn) | -4 | -3 | -1 | -0.3 | 0.4 | -7 | 3 | -4 | 6
O=C(CN1CCOCC1)n1c2ccccc2c2ccccc21 | -8 | 7 | -2 | -0.9 | -0.3 | -6 | 3 | -2 | -5
CSc1cccc(NC(=S)N(CCC(C)C)C2CCN(C(C)=O)CC2)c1 | -4 | -14 | -2 | -0.8 | -0.1 | 1 | -10 | -35 | 0
O=C(CSc1nnc(Cn2c(=O)sc3ccccc32)n1-c1ccccc1)NCc1ccco1 | 0 | -2 | -1 | 0.0 | 0.8 | -7 | -4 | -29 | 0
CCOc1ccccc1NC(=O)c1cnc(NS(=O)(=O)c2ccccc2)nc1 | 0 | -6 | -1 | -0.6 | 0.4 | -6 | 8 | 17 | -2
CC1CCN(Cc2c(C(=O)N/N=C/c3cccc(C(F)(F)F)c3)nnn2-c2nonc2N)CC1 | 0 | 9 | -6 | 0.3 | 0.3 | 18 | 6 | -6 | -2
COc1ccc(C(CC(=O)O)NS(=O)(=O)c2ccc3c(c2)N(C(C)=O)CC(C)O3)cc1 (stereo not drawn) | -4 | 17 | 2 | -0.5 | 1.1 | -5 | 2 | 3 | 3
C=CCn1c(SCC(=O)NNC(=O)Nc2cccc(Cl)c2)nnc1-c1ccccc1 | -4 | -17 | 1 | -0.1 | 0.1 | 3 | -5 | 0 | 9
CCOC(=O)c1cc(-c2ccc(C)cc2)n(CCC(=O)N2CCN(c3ccccn3)CC2)c1C | 0 | 10 | -6 | -0.6 | -0.4 | 27 | 10 | -1 | -3
CC(C)NC(NC(=O)/C=C/c1ccccc1)C(Cl)(Cl)Cl (stereo not drawn) | -7 | 3 | 0 | -0.5 | -0.7 | 0 | -1 | -15 | 3
COC(=O)C1=CN(Cc2cccs2)C=C(C(=O)OC)C1c1cccc(Cl)c1 | -2 | 2 | -2 | 0.0 | 0.9 | 28 | -2 | 3 | 7
COc1ccc(NS(=O)(=O)c2cc(NC(=O)COc3ccc(OC)cc3)ccc2N2CCOCC2)cc1 | 0 | -11 | 0 | 1.2 | 0.7 | 53* | 0 | 3 | 1
CCOC(=O)c1csc(NC(=O)CSc2nnnn2-c2ccc(OCC)cc2)n1 | -7 | 0 | 7 | -0.7 | 1.7 | -3 | -3 | -10 | 0
COc1ccc(OC)c(/C=N/n2c(-c3n[nH]c4c3CCC4)n[nH]c2=S)c1 | 2 | 8 | 2 | 0.3 | 0.9 | -6 | -4 | -14 | 2
NC(=O)c1ccc(NCC2CCCO2)c([N+](=O)[O-])c1 (stereo not drawn) | -9 | 19 | 3 | -0.9 | 0.3 | -11 | -8 | 12 | 1
CC(SC1=NCCS1)C(=O)Nc1nnc(-c2ccc(F)cc2)s1 (stereo not drawn) | -2 | -6 | -7 | 0.3 | 1.1 | 4 | 4 | 12 | -3
Cn1nc(-c2ccccc2)c(C(=O)NC(C(=O)O)c2ccccc2)c1Cl (stereo not drawn) | -3 | -3 | -3 | -0.3 | -0.7 | -5 | -6 | -8 | -1
COc1ccc(Cc2c(-c3ccc(C#N)cc3)nc3c4ccccc4ccn23)c(C)c1 | -3 | 9 | -2 | 0.4 | -0.4 | 33 | -18 | x | -14
Cc1cccc(NC(=O)CSc2n[nH]c(-c3ccncc3)n2)c1 | -3 | 22 | 4 | -0.4 | 1.0 | -11 | -4 | -24 | 2
C/C(=N\Nc1ccccc1)c1c(O)cc(C)oc1=O | -1 | 4 | -7 | 0.4 | 0.7 | -4 | 13 | 19 | 3
COc1ccc2c(c1)c(=O)oc1cc(OCC(=O)NCC3CCC(C(=O)O)CC3)ccc12 (stereo not drawn) | -13 | -8 | 0 | -2.7 | 1.0 | -6 | -22 | -7 | -6
CC(=O)c1ccc(NC(=O)CCC(=O)OCC(F)(F)C(F)F)cc1 | 0 | 25 | 9 | 0.5 | 0.2 | -7 | -12 | -5 | -12
CC(NC(=O)c1cccnc1Sc1ccccc1)c1ccc(S(N)(=O)=O)cc1 (stereo not drawn) | -4 | 9 | 2 | 0.1 | -0.6 | -4 | 9 | 4 | -16
CCOC(=O)c1cc(C)n(-c2ccccc2)c1C | -3 | 1 | -1 | -0.6 | 0.9 | 5 | 5 | 1 | 3
CCOC(=O)C(CC)Sc1nnc(COc2ccc(C)cc2)n1-c1ccccc1 (stereo not drawn) | 0 | 10 | -6 | -0.4 | -0.7 | 14 | -12 | -8 | 1
S=C1SCN(Cc2ccccc2)CN1Cc1ccco1 | 0 | 5 | -9 | -0.2 | -0.1 | -6 | -25 | -3 | -19
Cc1cccc(OCC(=O)O/N=C(\N)c2ccccn2)c1C | -2 | -19 | 2 | -0.6 | 0.1 | -1 | 3 | 0 | -9
Clc1cccc(Cc2c(-c3ccco3)nc3c4ccccc4ccn23)c1 | -4 | -4 | -7 | -0.2 | -0.1 | 24 | -33 | x | -3
Clc1cccc(Cl)c1-c1noc(-c2ccno2)n1 | -7 | 0 | -3 | -0.6 | -0.9 | 9 | -11 | 2 | -6
CCCc1cc(=O)n2[nH]c(NCc3c(F)cccc3Cl)nc2n1 | -14 | -16 | x | -1.3 | 0.5 | -4 | 5 | 3 | -4
O=C(/C=C/c1ccco1)NC(=S)Nc1ccc(C(=O)O)cc1 | -3 | 5 | -2 | 0.8 | 3.1 | -4 | -120 | 14 | -23
COc1ccc(/C=C2/C(=O)ON=C2C)cc1Cl | -1 | 15 | 3 | -0.1 | -0.7 | -3 | -20 | 15 | -3
COc1ccc(NC2CCCN(C(=O)Cn3ccc(C)n3)C2)cc1OC (stereo not drawn) | -9 | -9 | -1 | -0.5 | -0.5 | -9 | 3 | 0 | 2
CC1=C(C(=O)Nc2ccccc2)C2(CCCCC2)C(C#N)=C(SCC(N)=O)N1 | -4 | 4 | 3 | -0.2 | 0.9 | -2 | -9 | -7 | -4
Cc1cc(C)nc(N/C(=N/S(=O)(=O)Cc2ccccc2)Nc2ccccc2)n1 | -12 | -4 | -5 | -1.1 | 0.3 | 10 | -6 | -4 | -5
CCc1cc(C(=O)Nc2ccccc2N2CCOCC2)sc1C | -3 | -1 | 0 | -0.2 | -0.8 | 12 | -1 | 5 | -1
Cc1ccc(S(=O)(=O)N2CCCCC2)cc1C(=O)OCC(=O)N1c2ccccc2NC(=O)C1(C)C | -3 | -5 | -4 | -0.2 | 1.2 | 11 | 4 | -6 | -4
Cn1c(-c2ccc3ccccc3n2)nc2cnccc21 | -2 | 33 | -5 | -0.6 | 1.2 | -2 | 13 | 7 | -11
O=C(CN1CCN(c2ccc(F)cc2)CC1)c1ccc(O)cc1O | -4 | 19 | 2 | -0.6 | 2.4 | -6 | -10 | 3 | 3

One compound at a time, as listed above. Values in the order: MsrA act | SKN-1 inh | MT1-MMP act inh | TbMetRS inhib | MsrA inhibitor | FAS TE block | NRP1-CendR mod | MLLE-PAM2 inh | E coli Lon inh
CC(NC(=O)c1cccnc1Sc1ccccc1)c1ccc(S(N)(=O)=O)cc1 (stereo not drawn) is listed as -4 | 9 | 2 | 0.1 | -0.6 | -4 | 9 | 4 | -16
Cn1c(-c2ccc3ccccc3n2)nc2cnccc21 is listed as -2 | 33 | -5 | -0.6 | 1.2 | -2 | 13 | 7 | -11

Next entries follow.
molecule | MsrA act | SKN-1 inh | MT1-MMP act inh | TbMetRS inhib | MsrA inhibitor | FAS TE block | NRP1-CendR mod | MLLE-PAM2 inh | E coli Lon inh
Cc1cc(C)c(S(=O)(=O)N2CCOCC2)c(C)c1N(C)S(=O)(=O)c1ccccc1 | -3 | 0 | 4 | -0.6 | -1.0 | 13 | -2 | 7 | -7
O=C1c2ccccc2C(O)N1Cc1cccs1 (stereo not drawn) | -4 | 4 | 3 | -0.3 | 2.2 | -9 | 3 | -4 | -4
CCOc1ccc(NC(=S)N(CCc2ccncc2)C(C)C)cc1 | -2 | -2 | 1 | -0.4 | -0.1 | -3 | -4 | -53 | -3
O=C(Cn1ccc2cc(S(=O)(=O)N3CCCCC3)ccc21)NCc1ccccc1F | 1 | 13 | 1 | 0.8 | 0.1 | 4 | 1 | 0 | 6
CCOC(=O)c1cc(NC(=O)Nc2ccccc2Cl)c(C)nc1C | -11 | 4 | 4 | -1.6 | 0.0 | 4 | 2 | 6 | -3
CSCC[C@H](NC(=O)OC(C)(C)C)C(=O)N1CCC(C(=O)N[C@@H](Cc2c[nH]c3ccccc23)C(=O)O)CC1 | -3 | 24 | -7 | 0.3 | -1.4 | -7 | -7 | -9 | 16
CCc1ccc(NC(=O)N2CCC(c3ccccc3)C2)cc1 (stereo not drawn) | -10 | -2 | -7 | -0.3 | -0.2 | -2 | 1 | -2 | 4
CCN(C(=O)CSc1nnc(Cc2cccc3ccccc23)n1N)C1CCS(=O)(=O)C1 (stereo not drawn) | -8 | 8 | -4 | -0.5 | -0.6 | -5 | 9 | -27 | 3
O=C(NCC[C@@H]1CC[C@@H](NS(=O)(=O)Cc2ccccc2)[C@@H](CO)O1)C1CC1 | x | 13 | -2 | -0.2 | 0.2 | x | 8 | x | x
O=c1c(Cl)c(NS(=O)(=O)c2ccccc2)cnn1-c1ccccc1 | -2 | -3 | -3 | 0.0 | 0.7 | -5 | -5 | 2 | -3
CC1(C)C2CC=C(/C=N/NC(=S)Nc3cccnc3)C1C2 (stereo not drawn) | -3 | 2 | 1 | 0.9 | 0.9 | -3 | 6 | 3 | -6
CCN(CC(=O)Nc1c(F)cccc1F)C(=O)c1ccc(C(F)(F)F)cc1 | -2 | -2 | 2 | -0.9 | -0.8 | -3 | -6 | 11 | -8
CC(OC(=O)CCCN=C1NS(=O)(=O)c2ccccc21)C(=O)NC1CCCCC1C (stereo not drawn) | -3 | -10 | 0 | -0.6 | 1.6 | -9 | 15 | -56 | -12
CCOc1ccc(C(C)(O)CN2CCOCC2)cc1 (stereo not drawn) | -7 | -22 | 0 | -0.5 | -1.1 | -6 | -26 | -10 | 3
COC(=O)c1ccc(NC(=O)N2CCC(O)(c3cccnc3)CC2)cc1 | 1 | -18 | 4 | -0.1 | -0.4 | -7 | 3 | 17 | -5
Nc1nc(SCC(=O)c2cccs2)n[nH]1 | -10 | 8 | -4 | -0.9 | 0.5 | -7 | 2 | 11 | 1
